Screening data (PubChem BioAssay)
TCR CD3 inh: inhibitors of human TCR-CD3 interaction | inhibition, % at 9.4 µM | TAMRA-labeled TCR probe fluorescence, biochemical | AID 651800 | 0.37% of 360,000 active; in the data active = inhibition above about 19%;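 note: recombinant mutant TCR 2C K166C tagged with TAMRA read by polarization; 0% = receptor in buffer alone and 100% = receptor with positive control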
GC-B act: GC-B (human) receptor activation. AID 1920062. activation, % at 10 µM. 0.11% of 370,000 active. HEK293-GC-B cells, CNP EC30, cGMP TR-FRET; 0% at EC30 CNP, 100% saturating CNP. P20594;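 active = activation at 10 µM reaching about 35% in either raw or pattern-adjusted values, limit read from the data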
SIAE primary: human SIAE inhibition, primary screen; 0.69% of 370,000 active; inhibition, % at 9.66 µM; SIAE FP-Rh probe binding, fluorescence polarization; Q9HAT2;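 active = inhibition above a cutoff: mean of compounds within the control limits plus 3 SD of those, cut at about 17% in these data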;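 note: 0% = plate median of compound wells and 100% = probe without SIAE protein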
PRMT1 FP inh: blocks human protein arginine methyltransferase 1; 1.3% of 370,000 active; inhibition, % at 2.79 µM; Q99873; recombinant PRMT1, activity-based probe fluorescence polarization; AID 652257;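 active = inhibition above about 21% made by adding two undisclosed values, limit read from the data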
HTRA1 inhibitor: blocks human HTRA1 serine peptidase; Q92743; recombinant HTRA1, FP-rhodamine activity-based probe, fluorescence polarization; inhibition, % at 5.96 µM; 0.5% of 340,000 active; in the data active = inhibition above about 36%;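 note: 0% = enzyme with DMSO and 100% = wells lacking enzyme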
Target sequence (Q92743 whole entry, looked up): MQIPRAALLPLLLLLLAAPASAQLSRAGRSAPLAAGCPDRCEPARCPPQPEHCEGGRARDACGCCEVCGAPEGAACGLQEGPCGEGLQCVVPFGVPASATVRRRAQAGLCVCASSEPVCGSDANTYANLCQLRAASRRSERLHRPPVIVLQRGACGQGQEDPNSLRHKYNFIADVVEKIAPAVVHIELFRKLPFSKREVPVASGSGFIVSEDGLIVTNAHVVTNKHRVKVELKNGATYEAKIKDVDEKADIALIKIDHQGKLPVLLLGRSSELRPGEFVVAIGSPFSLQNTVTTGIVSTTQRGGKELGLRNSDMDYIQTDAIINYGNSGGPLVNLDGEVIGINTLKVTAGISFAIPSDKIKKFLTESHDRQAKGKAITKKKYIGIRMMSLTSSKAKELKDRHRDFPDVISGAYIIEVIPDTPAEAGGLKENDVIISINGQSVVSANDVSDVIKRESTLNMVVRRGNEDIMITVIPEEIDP
MBD2 inh: blocks human MBD2 binding to methylated DNA; Q9UBB5; TR-FRET, MBD2 binding to methylated oligonucleotide; inhibition, % at 4.4 µM; 0.31% of 370,000 active; in the data active = inhibition above about 13%
LEDGF integ inh: blocks HIV-1 LEDGF/p75-dependent DNA integration. TR-FRET IN-LEDGF/p75 DNA integration, Eu/Cy5. inhibition, % at 3.7 µM. 0.64% of 370,000 active;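 active = inhibition above the screen-wide mean plus 3 SD, cut at about 13% in these data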;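 note: signal is the Cy5 over europium emission ratio at 671 and 618 nm; 0% = plate median of compound wells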
ABHD4 inh: inhibits mouse alpha/beta hydrolase domain 4; purified mABHD4, FP-Rh probe fluorescence polarization; inhibition, % at 8.92 µM; 0.54% of 370,000 active;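 active = inhibition exceeding the mean over every tested compound plus 3 SD, cut at about 30% in these data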;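 note: 0% = plate median of compound wells and 100% = S159A mutant with DMSO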
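assay system = mABHD4 protein | compound dosing = single nominal dose of 8.92 µM, 0.89% DMSO final | read-out basis = percent inhibition of probe binding, normalized to plate controls | schedule = Enzyme–compound pre-incubation 45 min, then probe 60 min, both 25 °C | detection = fluorescence polarization, excitation 525 nm, emission 598 nm, BODIPY TMR filters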
TDP2 inh: blocks human TDP2 phosphodiesterase activity; recombinant TDP2, T5PNP hydrolysis, p-nitrophenol absorbance 415 nm; 0.34% of 370,000 active; inhibition, % at 12.8 µM;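 active = inhibition above the mean of all tested compounds plus 3 SD, set per campaign, cut at about 25% in these data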;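 note: 0% = DMSO with enzyme and 100% = buffer with substrate but no TDP2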
Target sequence (O95551 whole entry, looked up): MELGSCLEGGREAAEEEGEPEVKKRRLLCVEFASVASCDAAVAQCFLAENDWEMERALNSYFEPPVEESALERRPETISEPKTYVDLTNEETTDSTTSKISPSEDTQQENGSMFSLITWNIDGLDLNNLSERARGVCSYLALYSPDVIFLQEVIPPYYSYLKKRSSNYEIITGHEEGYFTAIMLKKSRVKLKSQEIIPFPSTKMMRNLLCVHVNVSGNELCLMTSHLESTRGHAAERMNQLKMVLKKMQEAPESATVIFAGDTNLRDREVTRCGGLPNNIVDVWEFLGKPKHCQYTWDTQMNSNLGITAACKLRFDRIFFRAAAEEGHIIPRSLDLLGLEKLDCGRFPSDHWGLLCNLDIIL
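Material: recombinant human TDP2; quantity: TDP2 enzyme at 120 nM final; medium: Tris-HCl pH 7.5 with MgCl2; compound: single concentration, 12.8 µM nominal, with 1% DMSO; incubation: 2 h enzyme incubation at 37 °C; signal: epi absorbance; measure: percent inhibition; benchmarks: high control without enzyme, low control DMSO plus TDP2; repeats: singlicate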
rCAG RNA binder: r(CAG) repeat RNA binding; inhibition, % at 3 µM; AID 651821; TO-PRO-1 dye displacement fluorescence; 1.3% of 370,000 active;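 active = inhibition above the plate cutoff, the mean of all test compounds on that plate plus 3 SD, cut at about 35% in these data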;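 note: 0% = DMSO alone and 100% = 100 µM mitoxantrone as full dye displacement; higher means more dye released from RNA so lower well fluorescence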
Active calls of the source: *; nt = not tested or not shown.

SMILES | TCR CD3 inh | GC-B act | SIAE primary | PRMT1 FP inh | HTRA1 inhibitor | MBD2 inh | LEDGF integ inh | ABHD4 inh | TDP2 inh | rCAG RNA binder
COc1ccc(C(=O)Nc2ccc(NC(=O)c3cccs3)c(OC)c2)cc1Cl | -9 | 0 | -8 | 5 | 7 | 0 | -8 | 0 | -10 | 10
CCCc1ccc(C(=O)NNc2ccc(F)cc2)cc1 | 1 | 0 | 4 | 3 | 2 | 3 | 1 | 6 | -12 | -3
O=c1[nH]cc(S(=O)(=O)c2ccccc2)[nH]1 | -4 | -3 | -2 | 0 | -2 | 4 | 1 | 2 | 1 | 1
Cc1cccc(OCCOC(=O)C2CCN(S(=O)(=O)c3cccs3)CC2)c1 | 1 | 3 | 1 | 2 | -18 | 3 | 2 | -9 | 11 | -3
CCOC(=O)NCc1ccc(CNC(=O)OCC)cc1 | 7 | 4 | -1 | 0 | -1 | -4 | -2 | 3 | 14 | 0
COc1ccc(Cn2c(N)c(C#N)c3nc4ccccc4nc32)cc1OC | 2 | 21 | -5 | -1 | -10 | -4 | 4 | 7 | 9 | 4
CCOC(=O)C1CCN(S(=O)(=O)c2c(C)[nH]c(=O)[nH]c2=O)CC1 | -2 | 3 | -2 | -1 | -3 | 4 | 6 | -2 | 6 | -3
Brc1c(CSc2nncn2-c2ccccc2)nc2sccn12 | -4 | 1 | -2 | 1 | 4 | -3 | 1 | 6 | 12 | -5
COc1ccc(C(=O)Nc2ccccc2N2CCCC2)cc1 | 9 | 0 | 5 | -1 | -2 | -4 | 5 | 0 | 1 | -4
NC(=O)c1ncn([C@@H]2O[C@H](CNCc3cc(Br)ccc3OCc3ccccc3)[C@@H](O)[C@H]2O)n1 | -1 | 2 | -3 | 0 | -5 | 4 | 7 | -4 | -10 | 1
CN1CCN(C2OC(=O)c3ccccc32)CC1 (stereo unspecified) | 4 | 5 | 1 | -1 | 3 | 0 | 1 | -2 | 2 | 4
CC(C)Cc1nnc(NC(=O)CCC(=O)Nc2ccccc2F)s1 | 0 | -1 | 2 | 0 | 3 | 0 | 5 | 7 | 1 | -3
COCCCN1C(=O)[C@H](CC(=O)N2CCC(c3ccccc3)CC2)[C@]2(C(=O)OC)CCCCC=C12 | nt | -1 | -8 | -4 | nt | -2 | 7 | 0 | -2 | 2
COc1ccccc1NC(=O)c1cc(S(=O)(=O)N2CCc3ccccc32)ccc1F | 1 | -6 | 2 | -3 | -4 | -2 | 1 | -3 | 12 | 1
O=C(/C=C/c1c(F)cccc1Cl)Nc1cccnc1 | 1 | -7 | -12 | 3 | -9 | 1 | -1 | -1 | 2 | 4
CC(=O)Nc1ccc(NC(=O)COC(=O)c2c(-c3ccccc3)noc2C)cc1 | 15 | 1 | 0 | 0 | 2 | 0 | -1 | -2 | -1 | 6
CCc1nc2ccc(C(=O)Nc3cccc(C(C)=O)c3)cc2nc1CC | 7 | 10 | 0 | -3 | -17 | -3 | -2 | -6 | -15 | 2
Cc1ccn2c(-c3n[nH]c(=S)n3Cc3ccccc3)c(C)nc2c1 | 0 | -7 | 4 | 1 | 3 | 3 | 2 | -1 | -6 | 4
CCOc1ccc2[nH]c3c(NCCC(C)C)ncnc3c2c1 | -5 | 6 | 11 | -6 | 7 | -3 | -4 | 39* | -4 | 6
CCN(CC)C(=O)COc1cccc2ccccc12 | 2 | 2 | 4 | -1 | 2 | -2 | 2 | -5 | -2 | -4
COc1ccc(OC)c(N(CC(=O)Nc2ccc3c(c2)OCCO3)S(C)(=O)=O)c1 | -2 | -11 | -1 | -3 | -4 | 2 | -2 | -6 | 9 | 4
COc1ccc(OC)c(-c2cc(-c3cccnc3)nc(N)c2C#N)c1 | -1 | -2 | -7 | -2 | -6 | 5 | 0 | -8 | 14 | 0
O=C(CSc1ccc2nnc(-c3ccc(Cl)cc3)n2n1)N1CCCC1 | 5 | 5 | 0 | 0 | 2 | 4 | 0 | -4 | 10 | 1
COc1ccc(N2CCN(CCCn3c(=S)[nH]c4ccccc4c3=O)CC2)cc1 | 6 | 0 | 0 | -1 | -3 | -2 | -1 | 6 | -7 | -2
COc1ccc2c(c1)N1CCN=C1N2C | 0 | -2 | 1 | -3 | -2 | 0 | -1 | -4 | -4 | 0
CC1(C)CN(Cc2cccnc2)C(=O)[C@H]1CC(=O)Nc1ccc(Br)cc1 | 1 | -1 | -11 | 3 | -3 | 2 | 2 | 1 | 2 | 2
O=C(COC(=O)COc1ccccc1)NCCC1=CCCCC1 | 8 | -3 | -2 | 1 | 1 | -4 | 0 | 4 | 3 | 3
CC(=O)Nc1ccc(C(=O)COC(=O)c2ccco2)c(F)c1 | 3 | -6 | -1 | -1 | 3 | 1 | 2 | 1 | 8 | 2
CCCCn1c(N)c(N(CC(C)C)C(=O)CCCc2cccs2)c(=O)[nH]c1=O | -5 | -1 | 7 | 7 | 7 | 3 | -2 | 5 | -9 | -3
COCCNc1nc(NCCN2CCNC2=O)c2sc(-c3ccccc3)cc2n1 | -2 | -8 | 4 | -4 | nt | -5 | 2 | 4 | 11 | 2
NC(=O)c1ccc(NC(=O)c2ccc(CN3CCOCC3)cc2)cc1 | 0 | 8 | -1 | 2 | 3 | 3 | -5 | 1 | 4 | -4
O=C(CNS(=O)(=O)c1ccccc1Br)OCC(=O)N1CCc2ccccc21 | 0 | -2 | -5 | 4 | -3 | -4 | 0 | -7 | -3 | 5
Cc1ccc(CNC(=O)c2cc3c(s2)CS(=O)(=O)C3)cc1 | 3 | -3 | -4 | 2 | -12 | 0 | 1 | 2 | 5 | 8
CCc1ccc(NC(=O)c2cnc3scc(C)n3c2=O)cc1 | 3 | -5 | -4 | -4 | -8 | 1 | 0 | -1 | 5 | 0
Cc1ccc(NN2C(=O)C=CC2=O)cc1 | 7 | 0 | 4 | -2 | -2 | -1 | 3 | -1 | 7 | 1
Clc1ccc(CCNc2nc3ccccc3n3nnnc23)cc1 | 7 | 2 | -2 | -7 | 2 | -5 | 1 | 2 | 8 | 1
O=C(NCCOc1ccccc1F)c1ccccc1SCc1ccc(F)cc1 | 0 | -2 | -7 | 1 | -20 | -1 | -4 | 2 | -5 | -3
CC1(C)Oc2ccc3ccc(=O)oc3c2[C@H](O)[C@H]1O | -5 | 0 | -2 | -2 | -3 | -3 | 0 | -4 | 7 | -2
CC1CCCCN1C(=O)COC(=O)c1cccc(NS(=O)(=O)c2ccccc2)c1 (stereo unspecified) | 2 | 4 | -1 | -2 | -2 | 3 | 4 | -5 | -3 | 2
CCCCOc1ccc(N=Cc2cccs2)cc1 | -2 | 5 | 3 | -3 | 2 | 0 | -2 | 1 | 5 | 0
CC(=O)Nc1cccc(NC(=O)CSc2nccn2Cc2ccco2)c1 | -4 | 3 | 0 | -2 | -5 | -6 | 4 | 4 | -9 | 1
O=S(=O)(c1ccc(Cl)cc1)N1CCC(N2CCCCCC2)CC1 | -8 | -2 | 1 | 1 | -1 | -5 | 3 | 4 | -3 | -1
CC(C)CCN1C(=O)c2ccc(C(=O)OCn3nnc4ccccc4c3=O)cc2C1=O | 1 | 10 | 3 | 0 | -11 | 1 | 1 | 1 | 12 | -4
C=CCn1c(=O)c(C(=O)NC(C)c2ccccc2)c(O)c2ccccc21 (stereo unspecified) | 9 | -1 | -4 | -1 | -10 | -6 | 0 | 2 | -8 | 3
O=C(NNc1nc(-c2ccccc2)c2cc(Br)ccc2n1)c1ccc(S(=O)(=O)N2CCCCC2)cc1 | 6 | -3 | -15 | -3 | 1 | 0 | 0 | 1 | 12 | 3
CCCCCCC(=O)Nc1nc(C)c(-c2csc(Nc3cc(Cl)ccc3C)n2)s1 | 0 | 2 | 7 | 2 | -20 | -3 | -2 | 6 | 4 | 39*
O=C(CCN1CCN(Cc2ccccc2)CC1)NNC(=O)c1cc2ccccc2o1 | -3 | -1 | 5 | -3 | 7 | 1 | -3 | -1 | -8 | 2
COc1ccc(-c2c(C)oc3ccc(C)cc23)cc1 | 4 | -8 | -4 | -3 | -8 | 1 | 1 | -2 | 6 | 2
O=C(Cc1ccc(Cl)cc1Cl)OCC(=O)N1CCCCC1 | 3 | -2 | 2 | 0 | -3 | 4 | 0 | 9 | 14 | -9
COc1ccc(-n2c(SCC(=O)Nc3nc(C)cs3)nnc2-c2ccoc2C)cc1 | 9 | -5 | 3 | -1 | -9 | 3 | 5 | 2 | 5 | -4
COc1cc(C(=O)NCc2ccc(-c3nc4ccccc4s3)cc2)cc(OC)c1OC | -1 | 2 | -5 | -1 | 0 | -6 | -1 | -6 | -6 | 6
Cc1cccc(-n2c(Cc3cc(=O)[nH]c(=O)[nH]3)nnc2SC(C)C)c1 | -8 | 4 | -1 | 7 | 4 | 2 | 4 | -3 | -3 | 1
CCn1c(CCNC(=O)c2ccc(C)cc2)n[nH]c1=S | 2 | -2 | 6 | -5 | 4 | -3 | -3 | 2 | 3 | 0
COc1ccccc1N1CCN(CC(O)COc2c(OC)cccc2OC)CC1 (stereo unspecified) | 5 | 0 | -9 | 1 | -1 | 2 | 1 | -2 | 12 | -3
COC(=O)CCC(=O)c1ccn(S(=O)(=O)c2ccccc2)c1 | 0 | -4 | -6 | 3 | -2 | 4 | -4 | 0 | -4 | 0
COc1ccc(C2=CC(c3ccc(F)cc3)n3nnnc3N2)cc1 (stereo unspecified) | -7 | -2 | 1 | 1 | -14 | 4 | -1 | 1 | 8 | -1
Cc1noc(C)c1CSCC(=O)N1CCN(c2ccc([N+](=O)[O-])cc2)CC1 | 10 | 0 | 1 | 0 | -1 | -7 | 1 | 2 | -19 | 1
Cc1ccc(-c2cccc(CN3CCN(C4CCN(C(C)C)CC4)C(CCO)C3)c2)o1 (stereo unspecified) | 4 | 2 | 1 | 5 | 7 | 0 | -3 | -1 | -7 | -8
Cc1ccc(-c2csc3ncnc(Cl)c23)cc1 | 2 | -2 | 2 | -3 | -3 | 1 | -2 | -10 | 2 | 0
CCC(C)(C(=O)NC1CCCCC1)N(C(=O)Cc1cccs1)c1ccccc1 (stereo unspecified) | 4 | -6 | -4 | -2 | -8 | -3 | -2 | 0 | 0 | -7

This is a subset; rates above refer to the full screens.
